# rCAG RNA binder = r(CAG) repeat RNA binding; TO-PRO-1 dye displacement fluorescence; inhibition, % at 3 µM; hit rate 1.3% among 370,000;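 active means inhibition above the plate cutoff, the mean of all test compounds on that plate plus 3 SD, cut at about 35% in these data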;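 further: 0% = DMSO alone and 100% = 100 µM mitoxantrone as full dye displacement; higher means more dye released from RNA so lower well fluorescence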
# PG9 binder = binds the HIV-1 gp120 antibody PG9 | TR-FRET gp120-PG9 antibody binding | inhibition, % at 6.7 µM | hit rate 0.43% among 360,000; in the data active means inhibition above about 8.5%
# LEDGF integ inh = blocks HIV-1 LEDGF/p75-dependent DNA integration; hit rate 0.64% among 370,000; AID 743269; inhibition, % at 3.7 µM; TR-FRET IN-LEDGF/p75 DNA integration, Eu/Cy5;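 active means inhibition above the screen-wide mean plus 3 SD, cut at about 13% in these data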;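 further: signal is the Cy5 over europium emission ratio at 671 and 618 nm; 0% = plate median of compound wells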
# TCR-CD3 inh = blocks the human TCR-CD3 interaction; TAMRA-labeled TCR probe fluorescence, biochemical; inhibition, % at 9.4 µM; hit rate 0.37% among 360,000; in the data active means inhibition above about 19%;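 further: recombinant mutant TCR 2C K166C tagged with TAMRA read by polarization; 0% = receptor in buffer alone and 100% = receptor with positive control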
# ABHD4 inh = inhibits mouse alpha/beta hydrolase domain 4; AID 720543; inhibition, % at 8.92 µM; purified mABHD4, FP-Rh probe fluorescence polarization; hit rate 0.54% among 370,000;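 active means inhibition exceeding the mean over every tested compound plus 3 SD, cut at about 30% in these data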;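 further: 0% = plate median of compound wells and 100% = S159A mutant with DMSO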
#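 System: mouse ABHD4 enzyme, wild type / Medium: HEPES pH 7.0, NaCl, Pluronic buffer / Reagent: FP-Rh activity-based fluorescent probe / Control set: S159A mutant high control, sample median low control / Detection: fluorescence polarization with parallel and perpendicular emission, 525/598 nm / Schedule: 45 min + 60 min at 25 °C / Compound dosing: 8.92 µM, single dose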
# HTRA1 inh = HTRA1 (human) protease inhibition; recombinant HTRA1, FP-rhodamine activity-based probe, fluorescence polarization; inhibition, % at 5.96 µM; hit rate 0.5% among 340,000; AID 504803; in the data active means inhibition above about 36%;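 further: 0% = enzyme with DMSO and 100% = wells lacking enzyme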
# Rev-erbA mod = Rev-erb alpha (human) modulation. Rev-erbα–FITC-DNA binding, fluorescence polarization, 90 min. hit rate 0.79% among 370,000. AID 1259318. activity, % at 10 µM;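 active means activity above about 14%, limit read from the data; passing the limit was not always enough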;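 further: 0% = DMSO wells with 35 nM protein and 100% = DMSO wells with 750 nM protein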
# Target sequence (P20393 whole entry, looked up): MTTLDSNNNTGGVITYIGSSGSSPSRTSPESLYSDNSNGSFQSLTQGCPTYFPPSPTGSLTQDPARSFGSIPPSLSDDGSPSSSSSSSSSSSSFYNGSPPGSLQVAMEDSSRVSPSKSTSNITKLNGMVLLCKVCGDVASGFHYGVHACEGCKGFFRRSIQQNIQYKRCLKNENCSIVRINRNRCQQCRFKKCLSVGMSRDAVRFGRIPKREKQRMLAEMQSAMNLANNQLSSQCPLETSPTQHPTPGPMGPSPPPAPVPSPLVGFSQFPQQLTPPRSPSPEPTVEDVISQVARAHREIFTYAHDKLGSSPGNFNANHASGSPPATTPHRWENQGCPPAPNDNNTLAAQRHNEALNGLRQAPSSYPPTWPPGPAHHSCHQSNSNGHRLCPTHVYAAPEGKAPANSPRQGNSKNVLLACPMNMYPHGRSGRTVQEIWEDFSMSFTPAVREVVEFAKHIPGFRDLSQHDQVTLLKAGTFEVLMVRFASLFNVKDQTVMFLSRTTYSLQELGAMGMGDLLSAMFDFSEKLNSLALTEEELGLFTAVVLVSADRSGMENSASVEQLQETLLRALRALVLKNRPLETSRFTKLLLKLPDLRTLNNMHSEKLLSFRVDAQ
# MBD2 DNA inh = inhibitors of human MBD2 binding to methylated oligonucleotide | TR-FRET | inhibition, % at 4.4 µM | AID 686964 | Q9UBB5 | hit rate 0.31% among 370,000; in the data active means inhibition above about 13%
# UHRF1 binding = UHRF1 methyl-DNA binding inhibition. inhibition, % at 4.4 µM. hit rate 0.75% among 370,000. Q96T88. UHRF1 binding to methylated oligo, TR-FRET; in the data active means inhibition above about 21%;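 further: UHRF1 SRA domain binding a hemimethylated CpG hairpin DNA probe; 0% = median of test compound wells and 100% = reference inhibitor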
# PRMT1 inh = inhibitors of human PRMT1 | AID 652257 | recombinant PRMT1, activity-based probe fluorescence polarization | inhibition, % at 2.79 µM | hit rate 1.3% among 370,000 | Q99873;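 active means inhibition above about 21% made by adding two undisclosed values, limit read from the data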
# Target sequence (Q99873 whole entry, looked up): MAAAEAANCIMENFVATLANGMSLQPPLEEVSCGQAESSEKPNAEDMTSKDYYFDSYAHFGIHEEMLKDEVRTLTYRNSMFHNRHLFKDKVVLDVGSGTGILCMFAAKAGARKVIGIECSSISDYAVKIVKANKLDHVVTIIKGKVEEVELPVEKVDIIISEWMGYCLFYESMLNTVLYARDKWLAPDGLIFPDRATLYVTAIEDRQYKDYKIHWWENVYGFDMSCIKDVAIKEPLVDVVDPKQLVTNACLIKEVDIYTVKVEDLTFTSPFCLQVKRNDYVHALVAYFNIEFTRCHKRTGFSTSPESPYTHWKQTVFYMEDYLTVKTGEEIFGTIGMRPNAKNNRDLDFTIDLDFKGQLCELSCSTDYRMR
# * = called active by the depositor; . = not tested or not shown.
SMILES	rCAG RNA binder	PG9 binder	LEDGF integ inh	TCR-CD3 inh	ABHD4 inh	HTRA1 inh	Rev-erbA mod	MBD2 DNA inh	UHRF1 binding	PRMT1 inh
CCC(C)NS(=O)(=O)c1ccc(-c2csnn2)s1 (stereo not given)	1	-1.4	0	-1	2	-2	-5	-1	-2	0
O=C(CNc1ccc(F)cc1)N/N=C1\CCc2ccccc21	-3	-0.1	0	-4	-12	2	-3	8	4	0
COCCCN1C(=O)[C@H](CC(=O)N2CCOCC2)[C@]2(C(=O)OC)CCCCC=C12	0	.	0	.	0	.	6	2	0	2
C=CCNc1nc(NCCOc2ccccc2Cl)c2sc(-c3ccccc3)cc2n1	11	0.7	2	-8	-10	.	1	8	8	5
Cc1c(CC(=O)O)c(=O)oc2cc(OCc3ccc(Cl)cc3)ccc12	38*	-2.5	2	8	9	1	3	-3	-2	-3
O=C1c2ccccc2NC(c2ccc(Br)s2)N1O (stereo not given)	1	4.9	-2	9	2	.	-3	-1	9	-1
CN(c1ccccc1)S(=O)(=O)c1ccc(C(=O)NCc2ccccc2F)cc1	0	-1.7	0	1	-4	-29	-2	2	11	-2
O=C(/C=C/c1cccs1)c1ccc(Br)cc1	5	0.2	-3	1	-9	-19	3	-4	1	-1
COc1cccc(CNC(=O)C(CC(C)C)NC(=O)c2ccccc2C)c1 (stereo not given)	-1	-2.5	4	3	2	-4	0	-2	1	1
COc1ccccc1CCC(=O)N(CCC1=CCCCC1)c1c(N)n(Cc2ccccc2)c(=O)[nH]c1=O	7	1.6	-1	2	-3	-17	1	-7	-2	0
COc1ccc(OC)c(N(CC(=O)NC2CCCC2)S(=O)(=O)c2ccc(OC)c(OC)c2)c1	-7	-4.2	2	4	1	3	1	0	-1	-4
O=C(Nc1cccc2cccnc12)c1cccc(Cl)c1	3	1.9	-1	2	2	-24	-1	-3	-1	3
COc1ccc(-n2nc(C)c3onc(C)c3c2=O)cc1	-4	-3.6	-7	-7	3	.	9	3	0	1
Cc1cc(C)c2nc(N3CCCN(C(=O)c4cnccn4)CC3)c(C#N)cc2c1	-6	0.2	1	6	-1	11	7	-2	-5	1
Clc1ccc(SCNc2ccccc2Cl)cc1	2	-0.7	-1	9	-4	-2	-2	-2	2	0
COC(=O)C1=C(CS(=O)(=O)c2ccccc2)NC(=O)NC1c1ccc(O)cc1 (stereo not given)	0	-2.0	1	1	-3	5	-2	0	0	1
Cc1nc2ccc(S(=O)(=O)NCC(=O)NCCc3ccc(Cl)cc3)cc2s1	2	-3.0	0	4	-2	-4	2	0	0	0
Cn1ccnc1SCC(=O)Nc1sccc1C#N	15	0.3	8	2	1	1	-7	3	-4	22*
CCc1nnc(NC(=O)CN2C(=O)NC3(CCCC3)C2=O)s1	2	0.1	-1	-2	-3	10	-2	4	-1	-1
COc1cc(NC(=O)c2ccco2)c(OC)cc1NC(=O)Nc1cccc(Cl)c1	17	-0.2	-1	2	8	0	8	2	2	1

# (cont.)
SMILES	rCAG RNA binder	PG9 binder	LEDGF integ inh	TCR-CD3 inh	ABHD4 inh	HTRA1 inh	Rev-erbA mod	MBD2 DNA inh	UHRF1 binding	PRMT1 inh
CCC/C(=N\NC(=O)c1ccco1)c1ccc(Cl)s1	-2	-2.2	-2	-1	1	5	-9	-2	-2	-3
C[C@H](CO)N1C[C@H](C)[C@@H](CN(C)C(=O)Nc2ccc3c(c2)OCO3)Oc2ccc(NC(=O)NC3CCCCC3)cc2C1=O	-1	-0.9	0	5	4	-2	1	-1	0	0
Cc1cc(=O)[nH]c(N/N=C/C(C)c2ccccc2)n1 (stereo not given)	-2	-2.9	2	1	0	-1	1	0	-1	-6
CC(C)(C)OC(=O)N1CCC[C@H]1c1nnc(SCc2ccc(Cl)cc2Cl)o1	-3	-1.0	7	4	9	-15	-3	1	-1	-2
Fc1ccc(-n2nnc(-c3cnc4ccccc4c3)n2)cc1	5	-0.9	0	4	1	-9	-2	1	0	-4
CCOc1ccc(C(=O)CCC(=O)N2CCC(C(=O)OC)CC2)cc1	-4	1.0	4	-1	5	-7	-1	-2	-1	1
Cc1ccccc1NC(=O)NCCc1ccc(Cl)cc1	-4	0.1	1	13	4	3	3	-2	-1	-1
NS(=O)(=O)c1ccc(CNC(=O)CNC(=O)c2ccc(Br)o2)cc1	3	-0.5	-5	-4	-6	2	5	1	5	7
COC(=O)c1ccccc1NC(=O)CSCC(=O)Nc1ccccc1	-1	3.3	2	-3	-4	4	1	7	5	4
COc1cccc(/C=C/C(=O)NCCc2ccc3c(c2)OCCO3)c1	-4	1.5	-2	-2	1	-7	-4	4	1	0
COc1cccc(C2c3c(oc4ccccc4c3=O)C(=O)N2c2ccccn2)c1 (stereo not given)	3	0.5	-4	-10	4	-1	6	-2	-1	0
CCCCOC(=O)c1ccc(NC(=O)c2c(N)n(C)c(=O)[nH]c2=O)cc1	7	-1.5	-1	-2	-5	.	2	4	4	0
CC(=O)c1c(C)n(-c2ccc(C)cc2C)c2ccc(O)cc12	2	-1.1	-1	-5	-1	-13	4	7	1	7
CCCC1NC(=O)c2cccnc2-n2c1nc1ccc(C)cc1c2=O (stereo not given)	0	-1.9	-5	8	3	6	0	3	6	0
COC(=O)C1=CN(c2ccc(OC)cc2)C=C(C(=O)OC)C1c1ccc(C)c([N+](=O)[O-])c1	1	0.1	1	11	-2	5	1	3	0	-2
CCCCCCN1C[C@@H](n2cc(COC(=O)c3ccccc3)nn2)[C@H](O)C[C@@H]1c1ccc(Cl)cc1	2	0.0	-9	3	0	0	-7	3	-1	-1
CN1CCN(S(=O)(=O)c2ccc(NC(=O)COc3ccccc3Cl)cc2)CC1	-2	-0.1	-1	6	3	-1	0	-3	-2	-1
CCOC(=O)N1CCC(N2CCN(S(=O)(=O)c3ccc(NC(C)=O)cc3)CC2)CC1	-2	-1.4	2	2	9	-5	5	-1	3	0
CCN(C(=O)COC(=O)c1ccc(F)c(S(=O)(=O)N2CCOCC2)c1)C1CCS(=O)(=O)C1 (stereo not given)	-3	-2.4	3	9	0	2	-5	1	-2	-2
COc1ccc(NC(=O)COC(=O)CC2CCCC2)cc1Cl	-2	-1.2	0	1	4	-4	0	1	0	1

# With a hit mark in PRMT1 inh, of those listed so far:
SMILES | PG9 binder | LEDGF integ inh | TCR-CD3 inh | ABHD4 inh | HTRA1 inh | Rev-erbA mod | MBD2 DNA inh | UHRF1 binding | PRMT1 inh
Cn1ccnc1SCC(=O)Nc1sccc1C#N | 0.3 | 8 | 2 | 1 | 1 | -7 | 3 | -4 | 22*

# Additional records
SMILES	rCAG RNA binder	PG9 binder	LEDGF integ inh	TCR-CD3 inh	ABHD4 inh	HTRA1 inh	Rev-erbA mod	MBD2 DNA inh	UHRF1 binding	PRMT1 inh
O=C(NCc1ccncc1)c1cccc(S(=O)(=O)Nc2ccc(F)cc2)c1	1	-0.5	-2	0	5	0	-8	2	-1	-1
COc1ccc(-n2nnnc2SCc2nc(N)nc(N3CCOCC3)n2)cc1	-2	1.2	-7	-1	-2	2	5	-5	3	-2
O=C(Cn1cnc([N+](=O)[O-])c1)Nc1ccc(Cl)cc1Cl	0	0.8	-1	-6	-1	-6	0	1	-1	2
S=C(NCC1CCCO1)Nc1ccc(Cl)cc1Cl (stereo not given)	-1	0.6	-3	-1	0	-3	-7	-2	4	6
C/C1=C\CCC2C(/C=C(\C)CC1)OC(=O)C2CN1CCCCC1 (stereo not given)	-1	3.9	2	-1	6	-6	-7	-6	-2	-1
COc1ccc(NC(=O)c2ccc3[nH]c(C)c(C)c3c2)cc1	2	1.1	-1	-4	4	-2	1	0	-3	0
CSCCC(NC(=O)c1ccccc1Br)C(=O)NCCCn1nc(C)cc1C (stereo not given)	-3	1.6	0	-8	-9	4	-1	1	3	4
Cc1cc(NC(=O)c2ccco2)c(=O)n(Cc2cccc(C(F)(F)F)c2)c1	-1	-0.8	0	-2	-4	-15	4	1	-1	-2
CCc1ccc(NC2=NCC(=O)N2Cc2ccc3c(c2)OCO3)cc1	-3	-0.5	0	7	3	-13	1	0	1	0
Cc1cc(NC(=O)/C=C/c2ccc(Br)cc2)no1	0	-2.3	0	5	2	5	-9	-1	5	0
COC(=O)c1ccc(NC(=O)C2C3C=CC(C3)C2C(=O)O)cc1 (stereo not given)	-2	2.3	-1	-8	0	-11	3	6	3	1
NC(COCc1ccccc1)c1csc(Nc2cc(NCCCO)ncn2)n1 (stereo not given)	7	-1.7	0	-1	-1	.	-3	0	-1	-3
Cc1c(N(C)C(=O)C2CCCN2S(=O)(=O)c2ccccc2)c(=O)n(-c2ccccc2)n1C (stereo not given)	-7	-0.1	-2	-5	-1	6	6	1	4	1
O=C(NCc1ccccc1)c1cc(=O)[nH]c2ccccc12	-1	-1.4	-1	-1	-2	2	-4	-3	3	-1
CN(CCCNC(=O)CSc1cc(=O)n(C)c2cc(Cl)ccc12)Cc1ccccc1	-12	-4.0	-2	2	4	5	-6	7	-1	-3
CN(c1ccccc1)S(=O)(=O)c1ccc(NC(=O)C2CCCCC2C(=O)O)cc1 (stereo not given)	8	0.1	-1	-2	0	2	-4	2	0	3
CN(C)c1nc(N(C)C)nc(N(C#N)CCOc2ccccc2)n1	-3	0.5	2	0	-11	-20	1	5	-1	-2

# An excerpt from above in order of molecular weight, highest first:
SMILES	rCAG RNA binder	PG9 binder	LEDGF integ inh	TCR-CD3 inh	ABHD4 inh	HTRA1 inh	Rev-erbA mod	MBD2 DNA inh	UHRF1 binding	PRMT1 inh
Cc1c(N(C)C(=O)C2CCCN2S(=O)(=O)c2ccccc2)c(=O)n(-c2ccccc2)n1C (stereo not given)	-7	-0.1	-2	-5	-1	6	6	1	4	1
CN(CCCNC(=O)CSc1cc(=O)n(C)c2cc(Cl)ccc12)Cc1ccccc1	-12	-4.0	-2	2	4	5	-6	7	-1	-3
CN(C)c1nc(N(C)C)nc(N(C#N)CCOc2ccccc2)n1	-3	0.5	2	0	-11	-20	1	5	-1	-2

# An excerpt from further up:
SMILES	rCAG RNA binder	PG9 binder	LEDGF integ inh	TCR-CD3 inh	ABHD4 inh	HTRA1 inh	Rev-erbA mod	MBD2 DNA inh	UHRF1 binding	PRMT1 inh
COC(=O)c1ccc(NC(=O)C2C3C=CC(C3)C2C(=O)O)cc1 (stereo not given)	-2	2.3	-1	-8	0	-11	3	6	3	1
NC(COCc1ccccc1)c1csc(Nc2cc(NCCCO)ncn2)n1 (stereo not given)	7	-1.7	0	-1	-1	.	-3	0	-1	-3
Cc1c(N(C)C(=O)C2CCCN2S(=O)(=O)c2ccccc2)c(=O)n(-c2ccccc2)n1C (stereo not given)	-7	-0.1	-2	-5	-1	6	6	1	4	1
O=C(NCc1ccccc1)c1cc(=O)[nH]c2ccccc12	-1	-1.4	-1	-1	-2	2	-4	-3	3	-1
CN(CCCNC(=O)CSc1cc(=O)n(C)c2cc(Cl)ccc12)Cc1ccccc1	-12	-4.0	-2	2	4	5	-6	7	-1	-3
CN(c1ccccc1)S(=O)(=O)c1ccc(NC(=O)C2CCCCC2C(=O)O)cc1 (stereo not given)	8	0.1	-1	-2	0	2	-4	2	0	3
CN(C)c1nc(N(C)C)nc(N(C#N)CCOc2ccccc2)n1	-3	0.5	2	0	-11	-20	1	5	-1	-2

# From PubChem

# Some of the compounds tested; count on the stated rates, not on these rows.
